# Source: PubChem (Broad Institute)
# U2OS ROS induce: cancer cell ROS induction; U2OS ROS induction, H2DCF-DA fluorescence; ROS induction (% of piperlongumine), % at 10 µM; 46,000 compounds, 2% hits; in the data active means ROS induction above about 79%, passing the limit was not always enough; inconclusive means no clear call, values can overlap the other calls;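 further: 0% = DMSO vehicle median and 100% = reference compound median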
# Starred values were filed as active, the others as inactive; ? = inconclusive. An excerpt. The share of hits here may be higher or lower than overall.
structure | U2OS ROS induce
CC#CC(=O)Nc1ccc2ncnc(Nc3cccc(Br)c3)c2c1 | 69
CCC(C)C1N=C2c3ccccc3N=C(SCc3cc(=O)n4ccccc4n3)N2C1=O (stereo unspecified) | -1
Cc1ccc(S(=O)(=O)N(C)C[C@H]2Oc3c(NC(=O)Nc4ccc(C(F)(F)F)cc4)cccc3C(=O)N([C@@H](C)CO)C[C@@H]2C)cc1 | 4
Cc1ccccc1C(C#N)C(CC#N)c1ccccc1 (stereo unspecified) | 0
C[C@H](CO)N1C[C@H](C)[C@H](CN(C)S(=O)(=O)c2cccs2)Oc2ccc(NC(=O)Cc3cn(C)c4ccccc34)cc2CC1=O | 40
C[C@H](CO)N1C[C@H](C)[C@@H](CN(C)Cc2ccc(-c3ccccc3)cc2)Oc2ccc(NC(=O)CCC(F)(F)F)cc2C1=O | 70
Cc1ccc(CN2CCSc3ccc(C(=O)Nc4ccc(F)cc4)cc32)cc1 | 1
C/C(=N\N(C)C)c1cc(Cl)cc(Cl)c1O | 1
O/N=C/c1c(O)c(Br)cc2oc3c(c12)CCCC3 | 4
O=C(NCCN1CCOCC1)c1cccc(Cl)c1 | -6
CC(C)OC(=O)c1ccc(NC(=O)CSc2nc3ncccc3[nH]2)cc1 | 0
Cc1ccc(C)c(C(Nc2ccccn2)c2cc(Cl)c3cccnc3c2O)c1 (stereo unspecified) | 1
COC(=O)c1ccc(CSc2nnc3n(N)cnn23)cc1 | -9
CC(C)NC(=O)Nc1ccc2c(c1)CC(=O)N([C@@H](C)CO)C[C@H](C)[C@@H](CN(C)C(=O)NC1CCCCC1)O2 | -1
COc1ccc(OC)c(C(=O)CC2(O)C(=O)Nc3ccccc32)c1 (stereo unspecified) | -3
O=S(=O)(Nc1nc2ccccc2nc1Nc1ccccc1F)c1ccc(Cl)cc1 | -7
COC(=O)c1cccc(NC(=O)COc2ccc(I)cc2)c1 | 26
C[C@H]1CN([C@@H](C)CO)C(=O)c2cc(NC(=O)Nc3cccc4ccccc34)ccc2O[C@H]1CN(C)Cc1ccc(C(F)(F)F)cc1 | -9
CC(C)C(=O)NC(c1cccc([N+](=O)[O-])c1)c1c(O)ccc2ccccc12 (stereo unspecified) | -4
Cc1c(C)c(C)c(C(=O)CCc2cccc(NC(=O)C3CCC3)c2)c(C)c1C | 6

# (list continues)
structure | U2OS ROS induce
CC(=O)c1ccc(NC(=O)CSc2nc3cc(C)c(C)cc3[nH]2)cc1 | 11
CC(=O)Nc1ccc(S(=O)(=O)Nc2cccc(-c3cn4ccc(C)cc4n3)c2)cc1 | 11
C[C@@H]1CN([C@@H](C)CO)C(=O)c2cc(NC(=O)Cn3cnnn3)ccc2O[C@@H]1CN(C)Cc1ccc(Oc2ccccc2)cc1 | 7
COC(=O)[C@@]1(Cc2ccccc2)N=C(c2ccc(OCCCO)cc2)O[C@H]1c1ccccc1 | 19
O=C(CSc1nnc(-c2ccc(Cl)cc2)n1-c1ccccc1)Nc1ccccc1C(F)(F)F | -10
COc1ccccc1S(=O)(=O)N(C)C[C@H]1OCc2cn(nn2)CCCC(=O)N([C@H](C)CO)C[C@@H]1C | -16
O=C(Nc1cccnc1)c1ccc(COc2ccccc2Br)cc1 | 9
Cc1nc2ccc(NC(=O)C(C)(C)C(=O)Nc3ccc4nc(C)c(C)nc4c3)cc2nc1C | -4
Cc1ccc(NS(=O)(=O)c2cccc(C(=O)Nc3ccccc3)c2)cc1 | 9
Cc1ccc(S(=O)(=O)Nc2ccc3c(c2)CC(=O)N([C@H](C)CO)C[C@@H](C)[C@H](CN(C)S(=O)(=O)c2cccs2)O3)cc1 | 9
O=S(=O)(Nc1ccc2c(c1)OC1(CCCCC1)O2)c1ccc2ccccc2c1 | -6
O=C(CCc1ccc(O)cc1)c1c(O)cc(O)cc1O | -8
C[C@H]1CN([C@@H](C)CO)C(=O)c2cccc(NS(=O)(=O)c3cccs3)c2O[C@@H]1CN(C)Cc1ccncc1 | -3
CC(C)C(=O)Nc1ccc([N+](=O)[O-])c(C(F)(F)F)c1 | -5
CS(=O)(=O)N(CC(=O)Nc1cc(Cl)ccc1Oc1ccccc1)c1ccc(F)c(Cl)c1 | 8
COc1ccc2cc(CCC(C)=O)ccc2c1 | 2
CCc1c(C)sc(NC(=O)C2CC(c3cc(Cl)c(OC)cc3OC)=NO2)c1C#N (stereo unspecified) | 2
CC(C)(O)CCC(=O)C(C)(O)C1C(O)CC2(C)C3CC=C4C(CC(OC5OC(CO)C(O)C(O)C5O)C(O)C4(C)C)C3(C)CCC12C (stereo unspecified) | -1
COc1cc2nc3occc3c(OC)c2cc1OCC(OC(C)=O)C(C)(C)OC(C)=O (stereo unspecified) | 17
COc1ccc(C(=O)c2oc3ccccc3c2NC(=O)COc2ccc(C)cc2)cc1 | -7

# Next results follow.
structure | U2OS ROS induce
CCCN1Cc2cccc(C(N)=O)c2C1=O | 4
Cc1ccc(S(=O)(=O)N(C)C[C@@H]2Oc3ncc(C#CC(C)(C)O)cc3C(=O)N([C@H](C)CO)C[C@@H]2C)cc1 | 6
O=S1(=O)CC(Sc2ccc(Cl)cc2)c2ccccc21 (stereo unspecified) | -5
C=CCn1c(-c2ccc(OC)cc2)csc1=Nc1ccc(Br)cc1 | 8
C[C@H](CO)N1C[C@H](C)[C@@H](CN(C)Cc2ccncc2)Oc2ccc(NS(=O)(=O)c3ccccc3)cc2C1=O | 14
C[C@H](CO)N1C[C@H](C)[C@H](CN(C)C(=O)Nc2ccc(C(F)(F)F)cc2)Oc2ccc(NC(=O)CCC(F)(F)F)cc2C1=O | 5
COc1ccc(OC)c(-n2c(=S)[nH]c3cc(C(=O)Nc4ccc(C)c(Cl)c4)ccc3c2=O)c1 | 17
C[C@H]1CN([C@@H](C)CO)C(=O)c2cccc(NC(=O)Nc3ccc4c(c3)OCO4)c2O[C@H]1CN(C)Cc1ccc(C(=O)O)cc1 | -11
CN1CCN(CCNC(=O)Cn2cccc2C(=O)c2ccccc2)CC1 | -5
C[C@H]1CN([C@@H](C)CO)C(=O)Cc2cc(NS(C)(=O)=O)ccc2O[C@@H]1CN(C)Cc1ccc(Oc2ccccc2)cc1 | 46
C[C@@H]1CN([C@H](C)CO)C(=O)c2cccc(NC(=O)Nc3cccc4ccccc34)c2O[C@@H]1CN(C)S(=O)(=O)c1ccccc1 | -1
Cc1ccc(S(=O)(=O)Nc2ccc3c(c2)C(=O)N([C@H](C)CO)C[C@H](C)[C@H](CN(C)CC2CCCCC2)OCCCC[C@@H](C)O3)cc1 | 46
C[C@H](CO)N1C[C@H](C)[C@@H](CN(C)S(=O)(=O)c2cccs2)Oc2c(NS(=O)(=O)c3cn(C)cn3)cccc2C1=O | ?
Cc1cccc(N(CC(=O)Nc2ccccc2-c2ccccc2)S(C)(=O)=O)c1C | -1
O=C(CSc1nnc(-c2ccco2)n1-c1ccccc1)N1CCOCC1 | 0
Cc1cccnc1NC(=O)NC(C)(C(F)(F)F)C(F)(F)F | 5
C[C@@H]1CCCCO[C@H](CN(C)S(=O)(=O)c2cn(C)cn2)[C@@H](C)CN([C@H](C)CO)C(=O)c2cc(NC(=O)Nc3ccc(C(F)(F)F)cc3)ccc2O1 | 7
C[C@@H]1CN([C@H](C)CO)C(=O)c2cc(NC(=O)Nc3ccc(F)cc3)ccc2O[C@@H]1CN(C)S(C)(=O)=O | -16
C[C@H](CO)N1C[C@H](C)[C@@H](CN(C)S(=O)(=O)c2ccc(F)cc2)Oc2ccc(NC(=O)c3ccncc3)cc2C1=O | -2
CC(C)NC(=O)N(C)C[C@@H]1Oc2c(NC(=O)Nc3ccccc3)cccc2C(=O)N([C@@H](C)CO)C[C@@H]1C | -2

# Later entries.
structure | U2OS ROS induce
C[C@@H]1CN([C@@H](C)CO)C(=O)c2cc(NS(=O)(=O)c3cccs3)ccc2O[C@H]1CN(C)Cc1ccc(C(F)(F)F)cc1 | 28
Cc1ccc([N+](=O)[O-])cc1NC(=O)C(C)NS(=O)(=O)c1ccc(F)cc1 (stereo unspecified) | 3
NS(=O)(=O)c1ccc(S(=O)(=O)NCCc2c[nH]c3ccccc23)cc1 | -15
COC1=CC(C)c2c(c(OC)c3occ(C)c3c2C)C1=O (stereo unspecified) | -4
C[C@H]1CN([C@@H](C)CO)C(=O)c2cccc(NS(=O)(=O)c3cn(C)cn3)c2O[C@@H]1CN(C)Cc1ccccc1 | -6
O=C(CSc1nc2ccccc2c(=O)n1Cc1ccco1)c1ccc(Br)cc1 | 0
COc1ccc(OC)c(NC(=O)CSc2nncc3ccccc23)c1 | -6
CC(C)(C)NC[C@H](O)COc1nsnc1N1CCOCC1 | -1
C[C@H](CO)N1C[C@H](C)[C@H](CN(C)S(=O)(=O)c2cccs2)Oc2ccc(NC(=O)CCCN(C)C)cc2C1=O | -7
CC(C)OC(=O)C(C)Oc1ccc2c(-c3ccccc3)cc(=O)oc2c1 (stereo unspecified) | 60
Cc1ccc(C(O)(COC(=O)C(C)C)COC(=O)C(C)C)c(O)c1 | 2
C[C@@H]1CN([C@H](C)CO)C(=O)c2cc(NC(=O)Nc3ccc4c(c3)OCO4)ccc2O[C@H]1CN(C)S(=O)(=O)c1ccccc1 | -1
Cc1cccc(C)c1NC1=NC(C)(CO)CS1 (stereo unspecified) | 1
COC(=O)c1ccccc1NC(=O)Cc1ccc(Cl)cc1 | -6
COc1ccc(S(=O)(=O)Nc2cncc(C(=O)N3CCN(c4ccc(F)cc4)CC3)c2)cc1 | 11
CC(=O)c1ccc(OC(=O)C(Cc2ccccc2)N2C(=O)C3C4C=CC(C5CC45)C3C2=O)cc1 (stereo unspecified) | 54
C=CCNC(=O)CSc1nnc(-c2ccc3nonc3c2)n1C | -1
CCCS(=O)(=O)NCc1cn2c(C)csc2n1 | -3
C[C@H](CO)N1C[C@H](C)[C@H](CN(C)S(=O)(=O)c2cccs2)Oc2ccc(NS(=O)(=O)c3cn(C)cn3)cc2C1=O | -17
C[C@@H]1CN([C@H](C)CO)C(=O)Cc2cc(NS(=O)(=O)c3ccc(Cl)cc3)ccc2O[C@@H]1CN(C)Cc1ccc2c(c1)OCO2 | 13

# Four of the compounds above, with each value named.
C[C@@H]1CN([C@H](C)CO)C(=O)c2cc(NC(=O)Nc3ccc4c(c3)OCO4)ccc2O[C@H]1CN(C)S(=O)(=O)c1ccccc1
  U2OS ROS induce: -1
C[C@H](CO)N1C[C@H](C)[C@H](CN(C)S(=O)(=O)c2cccs2)Oc2ccc(NC(=O)CCCN(C)C)cc2C1=O
  U2OS ROS induce: -7
O=C(CSc1nc2ccccc2c(=O)n1Cc1ccco1)c1ccc(Br)cc1
  U2OS ROS induce: 0
CCCS(=O)(=O)NCc1cn2c(C)csc2n1
  U2OS ROS induce: -3

# Three records picked at random from the list so far:
structure | U2OS ROS induce
Cc1cccc(N(CC(=O)Nc2ccccc2-c2ccccc2)S(C)(=O)=O)c1C | -1
Cc1ccc(S(=O)(=O)N(C)C[C@H]2Oc3c(NC(=O)Nc4ccc(C(F)(F)F)cc4)cccc3C(=O)N([C@@H](C)CO)C[C@@H]2C)cc1 | 4
COc1ccc(OC)c(C(=O)CC2(O)C(=O)Nc3ccccc32)c1 (stereo unspecified) | -3

# Later entries:
structure | U2OS ROS induce
C[C@@H]1CN([C@H](C)CO)C(=O)c2cc(NC(=O)Nc3cccc4ccccc34)ccc2O[C@@H]1CN(C)S(C)(=O)=O | 2
COc1ccc(NC(=O)C2(C)c3ccccc3-c3ccccc32)cc1 | -3
C[C@@H]1CN([C@@H](C)CO)C(=O)Cc2cc(NC(=O)Nc3ccc4c(c3)OCO4)ccc2O[C@@H]1CN(C)Cc1ccccc1 | 21
O=C(CSc1n[nH]c(-c2ccc(Cl)cc2)n1)Nc1c(F)cc(F)cc1Br | -1
Cc1ccc(NC(=O)c2ccc(OC(=O)CCN3C(=O)c4ccccc4C3=O)cc2)cc1 | 19
Cc1cc(C(=O)Nc2cccc3c2O[C@@H](CN(C)C(=O)Nc2ccc(F)cc2)[C@@H](C)CN([C@H](C)CO)C3=O)n(C)n1 | -2
CC(C)(C)c1ccccc1OCC(=O)NCc1ccccc1 | -1
C[C@H](CO)N1C[C@H](C)[C@H](CN(C)C)Oc2c(NS(C)(=O)=O)cccc2C1=O | 3
Cc1ccccc1NC(=O)c1ccc(C)c(S(=O)(=O)Nc2cc([N+](=O)[O-])ccc2C)c1 | 3
Cc1noc(C)c1S(=O)(=O)N(C)C[C@H]1OCc2cnnn2CCCC(=O)N([C@H](C)CO)C[C@@H]1C | 13
Cc1oc2nc(SCC(=O)NC3CCCCC3)nc(N)c2c1C | -9
C[C@@H]1CN([C@H](C)CO)C(=O)c2cccc(NC(=O)Nc3ccccc3)c2O[C@H]1CN(C)Cc1ccc(C(=O)O)cc1 | -3
COc1ccc(NC(=O)N(C)C[C@H]2Oc3ccc(NS(=O)(=O)c4ccccc4)cc3C(=O)N([C@H](C)CO)C[C@@H]2C)cc1 | 3
C[C@H](CO)N1C[C@H](C)[C@H](CN(C)S(=O)(=O)c2ccccc2)Oc2ccc(NS(=O)(=O)c3cccs3)cc2C1=O | 2
C[C@H](CO)N1C[C@H](C)[C@H](CN(C)S(=O)(=O)c2ccc(F)cc2)Oc2ccc(NC(=O)Nc3ccc(F)cc3)cc2C1=O | 8
C[C@@H]1CCCCO[C@H](CN(C)S(=O)(=O)c2ccc(Cl)cc2)[C@@H](C)CN([C@H](C)CO)C(=O)c2cc(NS(=O)(=O)c3cn(C)cn3)ccc2O1 | -1
Cc1noc(C)c1S(=O)(=O)Nc1ccc2c(c1)C(=O)N([C@H](C)CO)C[C@H](C)[C@H](CN(C)S(=O)(=O)c1ccc(Cl)cc1)O2 | 30
COc1ccc(S(=O)(=O)N(C)C[C@H]2Oc3c(NC(=O)c4ccc(-c5nccs5)cc4)cccc3C(=O)N([C@H](C)CO)C[C@H]2C)cc1 | 17
C[C@@H]1CCCCO[C@@H](CN(C)C(=O)Nc2ccc(F)cc2)[C@@H](C)CN([C@H](C)CO)C(=O)c2cc(NS(=O)(=O)c3ccc(Cl)cc3)ccc2O1 | ?
